SENP8 block: human SENP8 protease inhibitors, primary screen, biochemical, fluorescence, Nedd8 protein substrate, uHTS. recombinant SENP8. inhibition, % at 20 µM. 0.64% of 360,000 active. AID 602440, 2012; in the data active = inhibition mostly above about 40%, no sharp cut-off; inactive = mostly below about 27%
Target sequence (Q96LD8 whole entry, looked up): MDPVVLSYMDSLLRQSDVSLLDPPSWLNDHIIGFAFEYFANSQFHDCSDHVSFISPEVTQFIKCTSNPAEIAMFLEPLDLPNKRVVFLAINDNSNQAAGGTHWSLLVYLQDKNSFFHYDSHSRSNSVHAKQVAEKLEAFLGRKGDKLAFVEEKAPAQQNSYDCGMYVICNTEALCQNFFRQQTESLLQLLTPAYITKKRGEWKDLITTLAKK
SENP1 inh: human SENP1 catalytic domain inhibitors, primary screen, biochemical, FRET, uHTS; AID 624204, 2012; inhibition, % at 10 µM; 0.21% of 360,000 active; recombinant SENP1 catalytic domain, CyPet-SUMO1-YPet FRET cleavage;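 active = inhibition at least 30% at 10 µM, raw YFP signal under a set limit, fluorescence ratio 0.5 to 1.5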;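 also: 0% = enzyme with DMSO and 100% = no enzyme wells; some results filed as inactive read as strong as hits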
Target sequence (Q9P0U3 419-644 limits assumed): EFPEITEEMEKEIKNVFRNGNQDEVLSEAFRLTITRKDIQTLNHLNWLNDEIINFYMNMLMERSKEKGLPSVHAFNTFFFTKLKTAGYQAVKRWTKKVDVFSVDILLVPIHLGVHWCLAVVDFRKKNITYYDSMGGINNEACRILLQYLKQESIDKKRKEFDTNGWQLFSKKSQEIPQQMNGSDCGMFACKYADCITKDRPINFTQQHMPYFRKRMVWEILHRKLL
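Controls: no-enzyme wells low, DMSO-plus-enzyme wells high control. Test system: human recombinant His6-tagged SENP1 catalytic domain enzyme. Reagent: SFCypet-SUMO1-SFYpet FRET protein substrate, 25 nM final. Doses: one dose per compound, 10 µM, 0.5% DMSO. Detection: FRET, CFP and YFP emission. Timing: 50 min reaction at room temperature.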
An asterisk follows results filed as active; i = inactive. Some of the compounds tested. The share of hits here may be higher or lower than overall.

Under each structure: SENP8 block	SENP1 inh
- Nc1nc2ccccc2cc1C(=O)NCc1ccc(-c2ccccc2)cc1
→ -405.6	-27.6
- COc1ccc2cc(C(=O)NC3CCCCC3)c(=O)oc2c1
→ -382.6	-15.0
- COc1ccc(F)cc1-c1cc(NC(C)=O)c2ncc(-c3cc(OC)c(OC)c(OC)c3)n2c1
→ -278.4	-2.2
- COc1ccccc1CNCCS(=O)(=O)NCc1ccccc1
→ 7.4	2.5
- COCCCNC(=S)NNC(=O)C1CC1c1ccc(C(C)(C)C)cc1 (configuration not stated)
→ 5.1	-2.4
- O=C(CC(O)c1ccccc1)Nc1ccccn1 (configuration not stated)
→ 14.0	0.5
- CC1(C(=O)NCc2ccco2)Cc2c(-c3ccc4c(c3)OCO4)ccnc2O1 (configuration not stated)
→ -63.0	1.4
- Nc1nccc(SCc2ccccc2)n1
→ 10.1	0.6
- COC(=O)c1ccccc1NC(=O)CSc1nc2ccsc2c(=O)n1Cc1ccc(C(=O)O)cc1
→ 15.6	2.6
- C1=C(c2cn(-c3nc4ccccc4s3)nn2)CCCC1
→ 12.5	-1.7
- O=S1(=O)CCN(C2CCCCCCCCCCC2)CC1
→ 10.5	1.4
- COCCNC(=O)C1(C)CCCN(Cc2cc(C(F)(F)F)ccc2Cl)C1 (configuration not stated)
→ 9.6	2.1
- CCc1nc2c(OCc3cccc(Cl)c3)cccn2c1N(C)C(=O)c1ccc(OC)cc1
→ 20.8	2.4
- COc1ccc(S(=O)(=O)NC(=O)C2(C)CCN2C(=O)Cc2ccc(-c3ccccc3)cc2)cc1 (configuration not stated)
→ 10.9	3.0
- Cc1ccc2c(C)c(C(=O)NCC3CCOCC3)oc2c1C
→ 11.0	-1.1
- O=c1[nH]c(=O)n(C2OC(CO)C(O)C2O)cc1F (configuration not stated)
→ 1.3	2.4
- COc1ccccc1CNc1nc(Nc2cccc(-c3cnco3)c2)c2sccc2n1
→ i	0.5
- CCOC(=O)c1cc2c(=O)n3ccccc3nc2n(Cc2ccc(Cl)cc2)c1=N
→ -356.0	-34.8
- O=c1ccn([C@@H]2O[C@H](CNCc3ccc(-n4cccn4)cc3)[C@@H](O)[C@H]2O)c(=O)[nH]1
→ 15.0	-3.9
- CC(NC(=O)c1cccc(S(=O)(=O)N2CCN(Cc3ccccc3)CC2)c1)c1ccccc1Cl (configuration not stated)
→ 16.8	0.5
- CCOC(=O)C1=CCN(S(=O)(=O)c2ccc(C)cc2)C1c1ccc(Br)cc1 (configuration not stated)
→ 13.3	3.6
- CCCCNC(=O)C1C(c2ccccc2)=Nc2ccccc2N1C(=O)c1ccc(C(F)(F)F)cc1 (configuration not stated)
→ 6.5	3.8
- CCCN(CCC)CCNC(=O)Cn1cc2c(n1)-c1c(oc(C(=O)N3CCCC3)c1C)CC2
→ -8.9	1.7
- N#Cc1ccc2[nH]cc(C3c4cc(F)ccc4C=C(c4ccsc4)N3c3ccc(C#CCCO)cc3)c2c1 (configuration not stated)
→ -393.6	-5.9
- CCc1nc2ccc(C(=O)Nc3ccc4c(c3)OCC(=O)N4)cn2c1N(C)C(=O)Cc1ccccc1
→ 8.8	2.1
- CCc1cc(-c2nnn(CCC3COCCO3)c2C(C)(C)O)ccc1-c1cn(CCc2c[nH]c3ccccc23)nn1 (configuration not stated)
→ 8.3	0.9
- CC(C)(C)c1ccc(C(=O)N2CCOC23CCCCC3)cc1
→ 4.9	-1.4
- CCOC(=O)C1(C)CCCN(C(=O)c2cc(F)cc(F)c2)C1 (configuration not stated)
→ 6.1	0.6
- CC(=O)Nc1ccc(-c2ccnc3c2CC(C)(C(=O)Nc2ccccc2)O3)cc1 (configuration not stated)
→ -1.3	1.8
- CC(NC(=O)C1CCCN1C(=O)OC(C)(C)C)C(=O)OCc1ccccc1 (configuration not stated)
→ 11.9	-1.5
- COC(=O)C1=CN(c2ccc(OC)cc2)C(N)=C(C#N)C1c1ccccc1F (configuration not stated)
→ -90.9	-4.4
- COc1cccc(CNC(=O)[C@@H]2CCCN2C(=O)[C@@H]2CCCN2C(=O)c2cccc3ccccc23)c1
→ 5.4	0.3
- COc1ccc(CCC(=O)Nc2ccc(S(=O)(=O)NC3=NCCCCC3)cc2)cc1
→ 5.1	0.9
- Cc1ccc(C(=O)NCC(=O)OCCCn2c(=O)[nH]c3ccccc32)cc1C
→ 9.4	0.9
- Oc1ccc(/C=N/N(Cc2ccccc2)c2ccccc2)c(O)c1O
→ 56.4*	0.9
- CCNC(=O)N(C)[C@H]1C[C@H]2c3[nH]c4ccccc4c3CCN2C[C@H]1[C@H](C)O
→ -58.2	-37.2
- CC1(C)CC(Cc2ccc(Cl)nc2)N(C(=O)OC(C)(C)C)C1 (configuration not stated)
→ 11.8	1.1
- Cc1nn(-c2ccc(Cl)cn2)c2c1C(=O)CC(C)(C)C2Br (configuration not stated)
→ -2.6	-1.6
- COC(=O)[C@]12CCCCC=C1N(CCC1=CCCCC1)C(=O)[C@H](CC(=O)NCc1ccc(OC)c(OC)c1)C2
→ 18.0	1.6
- O=[N+]([O-])c1ccc(Cl)cc1P(=O)(O)c1cc(Cl)ccc1[N+](=O)[O-]
→ 3.8	1.0
- COC(=O)c1cc(COC(=O)c2ccc(OC)c(S(=O)(=O)N3CCCC3)c2)oc1C
→ 10.3	1.6
- Cn1c(=O)c2cc(NC(=S)NC3CC3)ccc2n1Cc1ccc(F)cc1
→ -472.4	-3.6
- CCN(CC)c1ncnc2c1ncn2[C@H]1CN(CCOC)C[C@@H](CO)O1
→ 12.3	0.6
- O=C(O)c1ccc(O)c2ncccc12
→ 1.8	0.7
- CSc1ccc(CN2C(=O)C(C)Oc3c(C(C)=O)cccc32)cc1 (configuration not stated)
→ -0.5	2.3
- O=C1NC[C@H](CCCCN2CCN(CC3CCCCC3)C(=O)C2=O)N(CCc2ccccc2)C1=O
→ 11.2	1.8
- Cc1cc(C)cc(-n2nnc3ccccc3c2=O)c1
→ -41.0	0.5
- COc1cccc(/C=C2/CCC(CN(C)C)C2=O)c1 (configuration not stated)
→ 16.4	-0.2
- Cc1csc(=O)n1CCC(=O)OCC(=O)Nc1ccc(N2CCOCC2)cc1
→ 11.4	0.1
- COc1cccc(C(=O)NCCNc2nc3cc(C)cc(C)c3cc2C#N)c1
→ -399.8	-142.9
- COc1ccc(N2C[C@H](Cc3ccccc3)[C@@H](CC(=O)Nc3ccccc3)C2=O)cc1
→ 16.8	2.5
- COCCNC(=O)C1(C)CCN(C(=O)c2ccc(SC(F)(F)F)cc2)C1 (configuration not stated)
→ 13.9	-1.0
- Clc1ccccc1-c1ccc2nccn2c1
→ -24.9	-0.3
- Cc1noc(C)c1CSCC(=O)OCC(=O)Nc1ccc(OC(F)(F)F)cc1
→ 22.3	1.2
- COc1ccc(C(=O)NNC(=O)Cn2nc(C)cc2C)cc1S(=O)(=O)N1CCOCC1
→ 21.7	2.0
- COc1cccc(Nc2nc(C(N)CC(C)C)cs2)n1 (configuration not stated)
→ 6.3	-5.4
- Cc1ccc(C(O)c2ncc(-c3ccccc3C(F)(F)F)[nH]2)cc1F (configuration not stated)
→ 4.5	0.5
- CCCCNC(=O)C1(C)CCC(=O)N1CCOc1ccccc1 (configuration not stated)
→ 13.4	1.3
- Cc1c(NS(=O)(=O)c2cccc(C(=O)Nc3ccc(SC(F)F)cc3)c2)c(=O)n(-c2ccccc2)n1C
→ -1.9	-0.4
- O=C(NCCN1CCC(n2c(=O)[nH]c3ccccc32)CC1)c1cccnc1
→ 12.1	1.5

An excerpt from above in order of the SENP1 inh value, high to low.
compound	SENP8 block	SENP1 inh
COc1ccc(N2C[C@H](Cc3ccccc3)[C@@H](CC(=O)Nc3ccccc3)C2=O)cc1	16.8	2.5
COc1cccc(/C=C2/CCC(CN(C)C)C2=O)c1 (configuration not stated)	16.4	-0.2
COc1cccc(C(=O)NCCNc2nc3cc(C)cc(C)c3cc2C#N)c1	-399.8	-142.9

Next section:
Under each structure: SENP8 block	SENP1 inh
- CC1(C(=O)O)CCN1C(=O)/C=C/c1ccccc1 (configuration not stated)
→ 12.5	2.6
- O=C(Nc1cccc2c1[nH]c(=O)c1ccccc12)C(F)(F)F
→ -18.9	-0.5
- COc1ccc(N2CCN(C(=O)Oc3ccc([N+](=O)[O-])cc3)CC2)cc1
→ 21.7	0.9
- O=C(Nc1nnc([C@H]2C[C@H](O)[C@@H](CO)O2)s1)Nc1ccc(F)cc1F
→ -8.3	0.0
- CCCCCCCSc1ncnc2[nH]ncc12
→ -18.2	0.1
- CC(C)CNC(=O)C1(C)CCCCCN1C(=O)c1cccnc1 (configuration not stated)
→ 20.1	2.2
- CC1(C(=O)NCc2ccc(F)c(F)c2)Cc2c(-c3cccc(C(F)(F)F)c3)ccnc2O1 (configuration not stated)
→ 5.8	1.1
- NC(Cc1ccccc1)c1csc(Nc2ccc(C(=O)NCCO)cc2)n1 (configuration not stated)
→ -351.2	-12.7
- CCc1nc2c(OCc3ccc(F)cc3)cccn2c1N(C)C(=O)c1ccco1
→ 18.6	-1.8
- CCCc1c(-c2ccccc2Br)ncn1Cc1ccccc1OC
→ 10.1	-3.1
- CC(c1nc2ccccc2[nH]1)n1c(-c2ccncc2)nc2ccccc21 (configuration not stated)
→ 6.1	5.0
- N#C/C(=C/c1ccc(-c2ccc([N+](=O)[O-])cc2)o1)C(=O)Nc1nc(-c2cccs2)cs1
→ 22.4	11.7
- COc1ccccc1CNc1nc(NCc2cccs2)nc2ccsc12
→ 15.2	2.5
- COc1ccc(OC)c(C(=O)C(=O)c2cc(OC)ccc2OC)c1
→ 25.4	1.1
- O=C(CN1CCN(C(=O)c2ccccc2Cl)CC1)Nc1cccc(S(=O)(=O)N2CCCC2)c1
→ -5.9	-2.8
- COc1ccc2c(c1)Cc1c-2cc(Br)c(N)c1Br
→ 3.0	2.8
- CCN(CC)C(=O)C1=C(C)N(Cc2ccc(OC)cc2)C(=O)C(CC(=O)NCc2ccco2)C1 (configuration not stated)
→ 0.7	-0.5
- O[C@H]1CN(Cc2cccs2)[C@@H](c2ccc(Cl)cc2)C[C@@H]1n1cc(C2CC2)nn1
→ 14.3	1.1
- COCCNC(=O)C1(C)CCCN(CC(=O)c2ccc(OC)cc2)C1 (configuration not stated)
→ -5.3	-2.6
- COC(=O)c1c(-c2ccccc2)oc2c1C(OCCO)CCC2 (configuration not stated)
→ -276.2	1.7
- O=C(Nc1ccc2c(c1)OCCO2)C(C1CC1)N1CCC(Cc2ccccc2)CC1 (configuration not stated)
→ 17.3	1.0
- CC(N)c1csc(Nc2cc(Oc3ccccc3)ncn2)n1 (configuration not stated)
→ 9.0	-2.5
- CCOC(=O)c1c(C)c(C(=O)Nc2ccc(N(C)C)cc2)c(C)n1CC
→ 16.8	1.8
- Cc1ccc(S(=O)(=O)N2CC3(O)CN(C(=O)OC(C)C)N(C(=O)OC(C)C)CC3(OC(=O)NC3CC3)C2)cc1 (configuration not stated)
→ 5.7	0.9
- C[C@@H]1COc2cc(N3CCC[C@@H]3CO)ccc2S(=O)(=O)N1
→ 6.0	3.8
- Cc1ccc(S(=O)(=O)N2C[C@H]3C(=O)C[C@@H](c4cccc5ccccc45)N(S(=O)(=O)c4ccc(C)cc4)[C@H]3C[C@H]2c2ccc(Cl)cc2)cc1
→ -6.3	-0.3
- CCc1nc2ccc(C(=O)NCCOc3ccc(OC)cc3)cn2c1N(C)C(=O)Cc1ccccc1
→ -22.1	-0.5
- Cc1ccc(S(=O)(=O)Nc2c(C)n(C)n(-c3ccccc3)c2=O)cc1C(=O)NCc1ccco1
→ 10.3	-0.3
- Cc1ccc(S(=O)(=O)N2CCCC(C(=O)NCCc3ccc(Cl)cc3)C2)cc1 (configuration not stated)
→ 3.0	4.1
- C=CCC[C@@H](CCCCC)OC(=O)/C=C/[C@H](O)[C@@H](O)C[C@@H](O)CC=C
→ 24.9	0.5
- CCc1c(Cl)nc(N)nc1Nc1ccccc1Cl
→ 7.9	4.3
- c1ccc2cc(N3CCCCC3)ccc2c1
→ -483.0	0.5
- COc1cc(OC)cc(C(=O)Nc2cccc(NC(=O)c3cccs3)c2)c1
→ 24.1	3.1
- O=C1C=CC(n2cc(F)c(=O)[nH]c2=O)O1 (configuration not stated)
→ 16.2	-1.6
- CC(=O)N1Cc2cc(C(=O)NCC(F)(F)F)nc(-c3cccc(-c4cc5ccccc5o4)c3)c2[C@@H]1CCO
→ -79.0	-0.1
- COc1cc(/C=C(\C#N)c2ccccn2)ccc1OCc1ccccc1Cl
→ -28.3	-2.4
- CCOC(=O)C(C(=O)OCC)C(c1ccccc1)N1CCN(c2ccccc2)CC1 (configuration not stated)
→ 11.0	-0.4
- CNc1cncc(-c2ccccc2CO)n1
→ -482.1	-17.0
- O=C(C1=NN(c2ccccc2)C2C(=O)N(c3ccc(Cl)cc3)C(=O)C12)c1ccccc1 (configuration not stated)
→ -128.1	-27.1
- CCOC(=O)c1cc(-c2sc(NC(=O)c3ccccc3)nc2C)n(CCO)n1
→ -22.2	2.3
- CN1CCC(N(C)C(=O)c2ccc(Cl)c(S(=O)(=O)Nc3ccc(Cl)cc3)c2)CC1
→ 2.0	-0.8
- Cc1ccc(-c2cc3nc(NCCc4ccncc4)n(C)c(=O)c3s2)cc1
→ -176.0	1.0
- CNC[C@H]1Oc2cc(Br)ccc2S(=O)(=O)N([C@H](C)CO)C[C@H]1C
→ -1.4	0.6

Source: PubChem BioAssay (Sanford-Burnham Center for Chemical Genomics)
